Bioassay records as filed in PubChem.
VLA-4 inh = inhibition in a human VLA-4 binding assay | P13612 | VLA-4 expressing cells, ligand binding flow cytometry | inhibition, % (about 7 µM as worked out from the volumes in the protocol) | 330,000 compounds, 0.2% hits | AID 2557; in the data active = inhibition above about 50%
GRK2 aptamer HTS = inhibitors of human GRK2 displacing RNA aptamer | 330,000 compounds, 0.59% hits | AID 488847 | bead flow cytometry, FAM-aptamer displacement from GRK2 | inhibition of aptamer binding, % at 10 µM;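 active = inhibition of aptamer binding above 40%, roughly 3 SD of noise, on plates passing a quality check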;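 note: median bead fluorescence of bound FAM aptamer so fluorescent compounds give negative values; no value below 0 was filed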
Target sequence (P25098 whole entry, looked up): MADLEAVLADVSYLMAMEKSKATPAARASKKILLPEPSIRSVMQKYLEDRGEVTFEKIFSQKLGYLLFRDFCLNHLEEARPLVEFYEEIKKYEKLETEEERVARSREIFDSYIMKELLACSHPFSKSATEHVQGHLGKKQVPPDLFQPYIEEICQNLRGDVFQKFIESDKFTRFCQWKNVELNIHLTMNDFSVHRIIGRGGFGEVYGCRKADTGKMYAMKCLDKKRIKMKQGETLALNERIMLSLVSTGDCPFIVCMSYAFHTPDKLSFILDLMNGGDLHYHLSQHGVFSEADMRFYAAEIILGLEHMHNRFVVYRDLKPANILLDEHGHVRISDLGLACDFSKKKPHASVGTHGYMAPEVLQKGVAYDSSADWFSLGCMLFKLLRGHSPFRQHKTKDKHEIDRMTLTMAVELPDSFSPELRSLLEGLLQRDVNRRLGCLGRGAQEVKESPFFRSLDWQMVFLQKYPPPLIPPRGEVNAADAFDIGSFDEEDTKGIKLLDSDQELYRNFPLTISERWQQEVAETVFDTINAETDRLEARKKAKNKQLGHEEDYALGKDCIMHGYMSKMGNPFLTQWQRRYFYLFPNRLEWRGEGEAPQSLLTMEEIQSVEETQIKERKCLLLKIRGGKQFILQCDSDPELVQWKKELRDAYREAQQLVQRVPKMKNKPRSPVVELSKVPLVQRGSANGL
PP1 inh = blocks human PP1-alpha phosphatase, a PP5 counter-screen. P62136. purified PP1alpha, OMFP fluorescence. inhibition, % at 6.7 µM. 320,000 compounds, 0.9% hits;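 active = inhibition above the mean inhibition of all tested compounds plus 3 SD, computed separately for each screening campaign, cut at about 15% in these data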
proCasp3 act = activators of human procaspase-3; AID 463141; 330,000 compounds, 0.11% hits; activation, % at 8.5 µM; recombinant procaspase-3 D3A, Ac-DEVD-pNA absorbance 405 nm;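 active = activation above the mean of all tested compounds plus 3 SD, cut at about 21% in these data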;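 note: 0% = DMSO alone and 100% = DMSO wells spiked with extra 5 µM PC-3 D3A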
Target sequence (P42574 whole entry D9A/D28A/D175A): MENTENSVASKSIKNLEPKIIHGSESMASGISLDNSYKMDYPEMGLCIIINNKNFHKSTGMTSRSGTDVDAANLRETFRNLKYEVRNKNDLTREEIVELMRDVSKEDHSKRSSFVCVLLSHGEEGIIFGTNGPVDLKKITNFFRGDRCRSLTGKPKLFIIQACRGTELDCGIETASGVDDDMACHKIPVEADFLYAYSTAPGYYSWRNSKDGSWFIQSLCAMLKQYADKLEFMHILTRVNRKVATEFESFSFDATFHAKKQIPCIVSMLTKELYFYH
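material = Procaspase-3 D3A mutant | probe or stimulus = Ac-DEVD-pNA | compound = single dose, 8.5 µM nominal compound, 0.8% DMSO | timing = 1 h preincubation, 2 h reaction | measured by = 405 nm absorbance of p-nitroaniline, reads at 0 and 120 min | benchmarks = DMSO-only low control, 5 µM PC-3 D3A high control | repeats = singlicate, each compound tested once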
GASC-1 inh = inhibitors of human GASC-1 (JMJD2C) demethylase; inhibition, % at 2.35 µM; GST-JMJD2C(1-420) H3K9me3 demethylation, DELFIA europium; 330,000 compounds, 0.069% hits; Q9H3R0;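 active = more than half of a compound's replicate wells show inhibition beyond 50%, single wells judged on their own value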;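 note: signal counts dimethyl H3K9 product captured on neutravidin plate; 0% = median of DMSO wells and 100% = 0.3 times that DMSO median; strong numbers were not always called active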
Fh CTSL1 inh = cathepsin L1 inhibition, PFM18AAP counter-screen; recombinant F. hepatica cathepsin L1, Z-Leu-Arg-MCA fluorescence; inhibition, % at 5.96 µM; 300,000 compounds, 0.49% hits;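 active = inhibition above the mean of all tested compounds plus 3 SD, set per screening campaign, cut at about 17% in these data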;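 note: 0% = plate median of test compound wells and 100% = 1 µM Z-Phe-Ala-diazomethylketone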
HCV core dimer = HCV core protein dimerization inhibition. TR-FRET GST/Flag-core106 dimerization, 1536-well. inhibition, % at 5 µM. 300,000 compounds, 0.33% hits. AID 1899;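 active = inhibition above the mean of all tested compounds plus 3 SD, set per screening campaign, cut at about 45% in these data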
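System: GST-tagged and Flag-tagged HCV core protein residues 1-106 / Input: core106 proteins, GST 13.5 nM and Flag 17 nM / Buffer or medium: KF-containing HEPES buffer, pH 7.45, DTT, CHAPS, BSA / Probe or stimulus: Eu-anti-GST and XL665-anti-Flag labelled anti-tag antibodies / Schedule: 4 h, 22.5 °C incubation / Technique: TR-FRET 671 and 617 nm emission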
procasp7 counter = counter-screen: procaspase-7 (human) activation; P55210; recombinant procaspase-7, Ac-DEVD-pNA absorbance 405 nm; D23A/D198A/D206A triple mutant, cannot self-cleave; scale: DMSO 0, 5 µM enzyme 100; activation, % at 8.5 µM; 330,000 compounds, 0.093% hits;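 active = percent activation above the screen-wide mean plus 3 SD, cut at about 25% in these data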
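System: Uncleavable procaspase-7 mutant enzyme; Amount: 2 µM procaspase-7 mutant as dispensed; Schedule: 1 h compound preincubation, 2 h substrate cleavage, 25 °C; Measured by: 405 nm absorbance of p-nitroaniline; Evaluation: percent activation from buffer-corrected 0–120 min absorbance change; Control set: low DMSO alone, high DMSO plus 5 µM PC-7.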
PP5 inh = inhibitors of human protein phosphatase 5 (PP5). purified PP5c, OMFP substrate fluorescence. P53041. inhibition, % at 6.7 µM. AID 1987. 320,000 compounds, 0.18% hits;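 active = inhibition above the campaign's mean inhibition across all tested compounds plus 3 SD, cut at about 9.5% in these data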;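 note: 0% = DMSO only and 100% = 100 µM cantharidin control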
An asterisk follows results filed as active; . = no result given; & = joins results of further samples.

A first look:
SMILES	VLA-4 inh	GRK2 aptamer HTS	PP1 inh	proCasp3 act	GASC-1 inh	Fh CTSL1 inh	HCV core dimer	procasp7 counter	PP5 inh
CN1CCN(NC(=O)COc2cccc(C(F)(F)F)c2)CC1	17	0	-4	7	-3	-2	6	4	0.1
O=C(Cn1cccc1C(=O)c1ccccc1)NCCCN1CCc2ccccc2C1	7	0	-8	-2	2	-3	-4	2	-5.2
CC(NC(=O)C(=O)c1cn(CC(=O)N2CCOCC2)c2ccccc12)c1ccccc1 (centres undefined)	6	2	-1	5	-1	5	-3	10	3.4

Main list, repeating the preview:
SMILES	VLA-4 inh	GRK2 aptamer HTS	PP1 inh	proCasp3 act	GASC-1 inh	Fh CTSL1 inh	HCV core dimer	procasp7 counter	PP5 inh
CN1CCN(NC(=O)COc2cccc(C(F)(F)F)c2)CC1	17	0	-4	7	-3	-2	6	4	0.1
O=C(Cn1cccc1C(=O)c1ccccc1)NCCCN1CCc2ccccc2C1	7	0	-8	-2	2	-3	-4	2	-5.2
CC(NC(=O)C(=O)c1cn(CC(=O)N2CCOCC2)c2ccccc12)c1ccccc1 (centres undefined)	6	2	-1	5	-1	5	-3	10	3.4
Cc1ccc(NC(=O)Cc2nnc(SCC(=O)NC3=NCCS3)n2C)cc1	1	2	0	-1	-6	4	-3	3	1.9
COc1ccc(O)c(C=Nc2cc(C)on2)c1	-10	3	-1	1	11	3	-2	-1	0.1
CCC(C)(C)NC(=O)C(OC(=O)c1ccco1)c1ccccc1OC (centres undefined)	16	0	-5	7	5	-46	-3	2	0.1
CCOc1ccccc1N=c1oc2cc(O)ccc2cc1C(=O)NCC1CCCO1 (centres undefined)	-20	0	5	-18	-5	3	-1	-20	4.3
CCC(C)NC(=O)C1CCN(S(=O)(=O)c2cccc3cccnc23)CC1 (centres undefined)	38	0	0	-3	-11	1	2	9	2.7
CCOc1cc(/C=N/NC(=O)CCc2n[nH]c(=O)[nH]c2=O)ccc1O	17	0	0	-3	1	-4	-10	2	3.1
CCC1CCCCN1C(=O)CSc1nnc(-c2ccc(Cl)s2)o1 (centres undefined)	4	0	-1	3	6	3	-1	-2	-1.9
CCOC(=O)c1sc(Nc2ccc(F)cc2)nc1C	-17	3	-2	2	-1	3	4	-10	3.7
CS(=O)(=O)c1ccc(Cl)c(NC(=O)CCN2C(=O)NC3(CCCC3)C2=O)c1	4	0	.	-7	7	.	.	2	.
CC(C)(C)OC(=O)NCCCC[C@H](NC(=O)c1nc[nH]c1C(=O)NC1CCN(C(=O)OC(C)(C)C)CC1)C(=O)OC(C)(C)C	15	2	10	2	-2	7	-1	-1	11*
Cc1ccc(-n2c(=O)[nH]cc(C(=O)N3CCc4ccccc43)c2=O)cc1C	3	1	-1	1	2	1	-5	9	-0.7
Cc1ccccc1N(CC(=O)NCc1ccco1)C(=O)CCC(=O)Nc1nccs1	-6	0	1	5	4	4	-4	4	-2.2

Sorted by value in PP5 inh (smallest number first): 3 from the list above
structure	PP5 inh
Cc1ccccc1N(CC(=O)NCc1ccco1)C(=O)CCC(=O)Nc1nccs1	-2.2
CCC1CCCCN1C(=O)CSc1nnc(-c2ccc(Cl)s2)o1 (centres undefined)	-1.9
CCOc1ccccc1N=c1oc2cc(O)ccc2cc1C(=O)NCC1CCCO1 (centres undefined)	4.3

More entries.
SMILES	VLA-4 inh	GRK2 aptamer HTS	PP1 inh	proCasp3 act	GASC-1 inh	Fh CTSL1 inh	HCV core dimer	procasp7 counter	PP5 inh
CC(C)(C)c1ccc(C(=O)NCCOc2ccccc2F)cc1	8	0	3	6	-8	-2	2	8	1.0
O=C(Cc1ccccc1)Nc1c[nH]c(=O)[nH]c1=O	-10	0	2	1	12	-2	2	3	0.4
CCN(c1ccccc1)S(=O)(=O)c1cc(NC(=O)COC(=O)C2CC2)ccc1Cl	-6	4	-4	0	21	-8	0	1	1.8
Cc1nnc(SCCC(C)C)[nH]c1=O	-4	0	1	0	-47	-4	-4	3	0.3
O=[N+]([O-])c1ccc(-c2cnc(SCc3ccccc3Cl)[nH]2)cc1	4	0	8	5	0	0	-2	-1	4.4
O=C(O)CCC(=O)Nc1ccc(F)cc1	-4	4	1	10	6	-2	10	8	0.3
CNC(=O)C12N=CNN=C1N(C)C(=O)N2C (centres undefined)	0	3	-4	0	-1	-1	3	-9	1.6
Cc1c(NC(=O)C(c2ccccc2)c2ccccc2)cccc1C(=O)O	0	6	-14	1	-5	-5	-2	-1	0.9
Cc1nc(C(C)N(C)Cc2nc(Cc3ccccc3F)no2)c(C)s1 (centres undefined)	3	2	0	9	2	-1	2	-3	-0.8
CCOP(=O)(OCC)C(Nc1cccc(C(F)(F)F)c1)c1ccc(F)cc1 (centres undefined)	5	0	0	5	3	4	0	9	4.9
O=C(NCCc1ccccc1F)C1CCC(=O)N(CCCN2CCCC2=O)C1 (centres undefined)	-11	2	-1	5	9	-2	-10	1	1.1
O=C(c1ccc(F)cc1)N1CCCC(c2nc(-c3ccncc3)no2)C1 (centres undefined)	-8	2	6	11	5	-1	-7	-1	0.4
COc1ccc(C2NC(=O)c3sc4nc(C)c(C(C)=O)c(-c5ccc(Cl)cc5)c4c3N2)cc1 (centres undefined)	-1	.	1	1	-19	7	14	-3	1.5
COc1ccc(OC)c(C2C3=C(CC(C)(C)CC3=O)Nc3nnnn32)c1 (centres undefined)	-3	0	-1	6	12	3	-5	10	-0.9
Cc1nc2ccccc2c(=O)n1CCCN1CCOCC1	7	0	-4	5	1	2	0	3	0.4
CCCn1c(SCc2nc3ccccc3s2)n[nH]c1=O	1	1	0	4	-7	-4	2	8	1.6
CCCCCCNC1=NCCS1	53*	3	-4	2	-16	-2	-5	4	-2.1
O=C(Nc1cccc(-c2cn3c(n2)SCC3)c1)c1ccc2ccccc2n1	-15	0	6	-1	-12	5	16	8	2.3
O=C(CSc1nnc(-c2cccs2)n1C1CC1)NC1CCS(=O)(=O)C1 (centres undefined)	2	0	2	6	0	.	.	2	-1.6
COc1ccc(C(=O)OCC(=O)Nc2ccc(Cl)c(C(F)(F)F)c2)c(OC)c1OC	-8	0	4	3	-4	1	-2	9	3.5
CC(=O)Nc1nc(COc2ccccc2)cs1	0	1	-1	0	23	3	-1	17	1.5
CCOc1ccc(-c2nn(-c3ccccc3)cc2/C=C2\SC(N)=NC2=O)cc1C	14	0	-5	-3	-10	-4	4	-7	-0.9
O=[N+]([O-])/C=C/c1c(OCc2ccccc2)ccc2ccccc12	46	0	4	-1	2	7	8	10	-1.5
CSc1ccc(/C=N/Nc2nc(C)cc(C)n2)cc1	9	0	-1	0	-2	-1	2	3	-0.7
C[C@H](NC(=O)Nc1ccc2c(c1)OCCO2)C(=O)O	-4	0	-3	3	-1	0	-1	-1	-1.3
CN(c1ccccc1)S(=O)(=O)c1cccc(NC(=O)Cc2c(F)cccc2Cl)c1	3	0	0	0	-11	0	7	-6	5.8
C/C(=N\NC(=O)CC1N=C(Cc2ccccc2)NNC1=O)c1ccncc1 (centres undefined)	13	0	-1	5	1	5	2	6	-0.5
Cc1ccnc(NC(=O)c2cccc(S(=O)(=O)N3CCN(c4ccc(F)cc4)CC3)c2)c1	-4	0	2	2	13	2	5	2	6.0
COc1ccc(NC(=O)COC(=O)[C@@H]2CCCN2S(=O)(=O)c2ccccc2F)c(OC)c1	1	1	-4	-2	20	-9	1	1	0.1
O=c1[nH]c(=O)n(Cc2ccccc2)c2nc(-c3cccs3)n(CCO)c12	8	1	2	8	0	0	16	-4	2.9
CNC(=O)C1CCN(S(=O)(=O)c2c(C)noc2/C=C/c2ccccc2F)CC1	0	1	-2	6	-9	5	-12	-8	3.7
O=C(NC1CC1)C1=C[C@@H](c2ccccc2)C[C@@H](OCCCCO)O1	-11	3	-1	0	-2	-2	-6	-1	3.4
CCO[C@H]1OC(C(=O)NCc2nc3ccccc3[nH]2)=C[C@@H](c2cn(C(C)=O)c3ccccc23)[C@@H]1CCCO	-14	0	4	9	-1	0	12	1	3.5
CC(C)c1onc(C(=O)N2CCN(Cc3ccccc3)CC2)c1[N+](=O)[O-]	25	0	0	7	10	-4	0	5	0.9
COc1cc2c(c(OC)c1OC)CCc1cnoc1-2	4	0	-2	-2	-14	-1	3	6	3.1
CCOCCCNC(=O)C(NC(=O)Cc1cccs1)c1ccc(OC)cc1 (centres undefined)	6	1	-4	-9	-12	5	-2	0	-2.9
O=C(CSc1ccc(F)cc1)Nc1ccccc1Br	3	0	-3	1	-10	1	-4	7	0.6
Cc1ccc(NC(=O)N2CCN(c3ncccc3C(F)(F)F)CC2)cc1	6	0	-1	1	4	-3	-4	11	1.2
Cc1ccccc1NC(=O)Cc1nnc(SCC(=O)NC2CCCC2)n1C	-9	0	-4	6	-9	1	-1	6	-2.0
O=C(c1cccs1)N1CCC(c2nc(-c3ccc(S(=O)(=O)N4CCOCC4)cc3)no2)CC1	20	0	-3	-1	-19&2	-2	3	2	1.2
CCC(CC)NC(=O)Nc1ccc(F)cc1F	4	0	2	-9	5	-1	-4	5	0.3
Cc1ccc(S(=O)(=O)N2CCN(C(=O)CCc3c[nH]c4ccccc34)CC2)cc1	18	5	0	2	20	.	.	0	2.2
CCCCN(C(=O)c1cccc(S(=O)(=O)N2CCCC2)c1)c1c(N)n(CCC)c(=O)[nH]c1=O	-5	0	-2	3	11	.	.	8	-2.3
CN(C)S(=O)(=O)c1cccc(C(=O)c2nccn2C)c1	10	1	-3	7	-8	4	0	0	-0.5
Cn1c(SCC(=O)N2CCCC2)nnc1-c1cccs1	-1	0	-1	3	-10	-1	-3	-1	0.6
COc1cc(NC(=O)CCN2C(=O)NC3(CCCC3)C2=O)c(OC)cc1Cl	-8	2	3	4	-2	.	.	5	1.4
O=C(c1ccc(Cl)cc1)c1cnc2ccccn12	9	2	-1	1	0	1	-1	4	-1.6
CCOc1ccc(S(=O)(=O)n2cc(-c3ccc(F)cc3)c(N)n2)cc1	0	1	2	4	11	0	-4	-3	3.9
NS(=O)(=O)c1ccc(CCNC(=O)COC(=O)CCN2C(=O)C3CC=CCC3C2=O)cc1 (centres undefined)	-2	1	-2	8	.	.	.	-7	-0.7
CCc1ccc(NC(=O)[C@H](NC(=O)[C@@H]2Cc3ccccc3CN2)c2ccccc2)cc1	8	0	1	-5	3	5	0	-8	3.9
COc1cccc(/C=N/NC(=O)C(=O)N2CCCCCC2)c1O	-6	0	-1	-3	29	1	0	-1	-0.9
Cc1sc(NC(=O)CSc2nnnn2C(C)C)c(C#N)c1C	0	3	-1	7	-18	-2	2	3	-0.3
O=C(CNC(=O)c1ccc(Br)cc1)OCc1cc([N+](=O)[O-])cc2c1OCOC2	8	0	-1	1	5	-13	1	8	2.2
